TAAR1 antagonist: antagonists of human TAAR1; 360,000 compounds, 1.5% hits; AID 624466; CHO RD-HGA16 TAAR1, Fluo-8 calcium fluorescence, antagonist; inhibition, % at 3 µM; Q96RJ0;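 active = inhibition above a per-plate cutoff, the mean inhibition of test compounds on that plate plus 3 SD, cut at about 49% in these data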;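 note: 0% = DMSO plus EC80 beta-PEA response and 100% = DMSO alone without agonist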
Target sequence (Q96RJ0 whole entry, looked up): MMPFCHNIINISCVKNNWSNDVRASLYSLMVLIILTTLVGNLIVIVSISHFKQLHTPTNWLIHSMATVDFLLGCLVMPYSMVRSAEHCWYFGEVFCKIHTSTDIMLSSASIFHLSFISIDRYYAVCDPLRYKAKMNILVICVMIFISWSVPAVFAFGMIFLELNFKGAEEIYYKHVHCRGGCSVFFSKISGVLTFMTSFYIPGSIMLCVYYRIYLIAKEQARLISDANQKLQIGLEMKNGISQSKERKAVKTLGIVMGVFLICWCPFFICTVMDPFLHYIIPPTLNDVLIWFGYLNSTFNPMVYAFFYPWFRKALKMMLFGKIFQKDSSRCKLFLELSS
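Test system: CHO RD-HGA16 cells bearing hTAAR1 | Reagent: β-PEA, EC80 | Compound dosing: 3 µM, single point | Schedule: Dye loading 75 min at 37 °C, then 30 min room temperature | Signal: Calcium fluorescence with Fluo-8 | Evaluation: Percent inhibition of PEA-evoked calcium signal, max/basal emission ratio | Control set: DMSO-only wells and EC80 β-PEA-stimulated wells | Repeats: Singlicate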
CHO parental Ca: counter-screen for OX1R antagonists: effect in parental CHO cells | parental CHO-K1, ATP-induced calcium, Fluo-8 fluorescence | inhibition, % at 5.6 µM | 330,000 compounds, 0.63% hits | AID 463079;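 active = inhibition above that plate's mean sample inhibition plus 3 SD, cut at about 26% in these data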;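 note: 0% = ATP-challenged DMSO wells and 100% = DMSO wells without ATP; some compounds past the cut are filed as inactive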
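Material: parental CHO cells / Compound: single nominal dose of 5.6 µM per compound / Signal: Fluo-8 fluorescence / Replicates: singlicate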
M1 ag: activates human CHRM1 receptor. P11229. CHO-K1 hM1, Fluo-8 calcium fluorescence, agonist mode; 0% DMSO, 100% acetylcholine EC100. activation, % at 3 µM. 360,000 compounds, 0.33% hits. AID 588814;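 active = activation above the run's mean compound activation plus 3 SD, cut at about 16% in these data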;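 note: peak over basal fluorescence ratio within a 140 s kinetic read after compound addition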
OXTR potentiator: potentiators of human oxytocin receptor. CHO-OTR cells, Fluo-8 calcium fluorescence, potentiator mode; 0% = oxytocin EC15, 100% = EC100. 320,000 compounds, 0.061% hits. activation, % at 3 µM;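 active = activation above that plate's cutoff, the mean activation of tested compounds plus 3 SD, cut at about 6.6% in these data, passing the limit was not always enough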;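 note: 100% uses oxytocin at 75 nM as the full agonist control; some results filed as inactive read as strong as hits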
Target sequence (P30559 whole entry, looked up): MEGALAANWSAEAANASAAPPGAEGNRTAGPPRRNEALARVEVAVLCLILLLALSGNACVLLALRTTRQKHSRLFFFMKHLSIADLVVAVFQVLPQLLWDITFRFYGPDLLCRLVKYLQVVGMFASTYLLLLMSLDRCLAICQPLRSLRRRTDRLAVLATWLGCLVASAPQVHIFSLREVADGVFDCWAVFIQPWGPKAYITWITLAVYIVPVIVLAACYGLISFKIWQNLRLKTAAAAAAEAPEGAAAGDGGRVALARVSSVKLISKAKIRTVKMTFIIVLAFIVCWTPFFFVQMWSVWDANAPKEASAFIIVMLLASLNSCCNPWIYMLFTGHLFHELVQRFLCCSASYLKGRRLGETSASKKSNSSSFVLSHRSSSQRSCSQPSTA
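Dosing: Single dose, 3.0 µM nominal final compound concentration | Material: Human OTR in CHO cells | Technique: Kinetic Fluo-8 calcium fluorescence | Benchmarks: EC15 oxytocin alone as 0%, 75 nM oxytocin as 100% | Probe or stimulus: Oxytocin at about EC15, sub-maximal agonist stimulus | Incubation: Compound 6 min at room temperature before oxytocin, 100 s read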
TAAR1 agonist: agonists of human TAAR1 | activation, % at 3 µM | Q96RJ0 | 360,000 compounds, 0.99% hits | CHO RD-HGA16 TAAR1, Fluo-8 calcium fluorescence; vehicle wells 0%, saturating PEA agonist 100%;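 active = activation above the mean activation of all test compounds in the run plus 3 SD, cut at about 38% in these data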
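Benchmarks: low control DMSO, high control PEA (EC100); System: CHO RD-HGA16 cells carrying human TAAR1 plus Gα16; Detection: Fluo-8 fluorescence, 5 s baseline then 140 s kinetic read; Schedule: 17-24 h plating, Fluo-8 75 min 37 °C, 30 min RT; Read-out basis: % activation from peak over basal fluorescence ratio, DMSO-to-PEA scaled.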
CHRM1 antagonist: blocks human M1 muscarinic receptor; 360,000 compounds, 1.3% hits; inhibition, % at 3 µM; AID 588852; P11229; CHO-K1 hM1, Fluo-8 calcium fluorescence, ACh EC80 antagonist;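 active = percent inhibition above its own plate's cutoff, namely the mean of that plate's compound wells plus 3 SD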;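 note: peak over basal fluorescence ratio during 140 s after agonist addition; 0% = ACh EC80 plus DMSO and 100% = DMSO alone without agonist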
V1R ag counter: counter-screen for oxytocin receptor agonists: human V1a receptor agonists; AID 2797; P37288; CHO-V1R cells, Fluo-8 calcium fluorescence, agonist mode; 0% DMSO, 100% 3 nM vasopressin; activation, % at 3 µM; 320,000 compounds, 0.25% hits;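 active = activation above the mean activation of all tested compounds plus 3 SD, per screening run, cut at about 20% in these data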;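 note: signal is peak over basal fluorescence ratio across a 100 second FLIPR read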
OXTR ag: human OXTR agonism; CHO-OTR cells, Fluo-8 calcium fluorescence; normalized: DMSO 0%, oxytocin 100%; 320,000 compounds, 0.32% hits; P30559; activation, % at 3 µM;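 active = activation above the mean of all tested compounds plus 3 SD, cutoff set per screening run, cut at about 20% in these data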;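 note: peak over basal fluorescence ratio from a 100 s FLIPR kinetic read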
M1 PAM: human CHRM1 positive allosteric modulation; P11229; CHO-K1 hM1, Fluo-8 calcium fluorescence, ACh EC20; 0% = ACh EC20, 100% = maximal ACh; activation, % at 3 µM; 360,000 compounds, 0.088% hits; AID 588819; in the data active = activation above about 19%, passing the limit was not always enough
Numbers without * were called inactive; . = no result given.

SMILES | TAAR1 antagonist | CHO parental Ca | M1 ag | OXTR potentiator | TAAR1 agonist | CHRM1 antagonist | V1R ag counter | OXTR ag | M1 PAM
COc1ccc(NC(=O)CN(Cc2ccccc2)Cc2ccccc2)cc1S(N)(=O)=O | 14.7 | -10.9 | -3.7 | -15.6 | 2.6 | 2.8 | 4.8 | 2.1 | 3.3
COc1ccccc1-n1c(CNc2ccc(F)cc2)nnc1SCC(=O)Nc1cc(C)on1 | -10.1 | -9.9 | 1.4 | -14.7 | 11.4 | -8.1 | 1.4 | 0.5 | 4.4
O=C(Nc1ccc(S(=O)(=O)NC2=NCCCCC2)cc1)c1ccc2ccccc2n1 | -0.9 | -30.2 | 1.1 | -16.2 | 4.2 | -8.7 | 3.6 | 2.2 | 17.3
CSC1=NCCN1C(=O)C(C)(C)Oc1ccc(Cl)cc1 | -27.9 | -5.2 | -2.9 | 1.3 | -0.6 | -2.4 | -0.5 | -1.2 | 3.1
CSc1ccccc1NC(=O)CN(C)CC(=O)Nc1ccc(Cl)cc1F | -4.8 | -19.6 | -9.0 | -4.3 | -1.0 | -3.0 | -0.4 | -2.6 | 4.2
Cc1cc(C)c(OCC(=O)Nc2cc(C(=O)O)cc(C(=O)O)c2)cc1C | -0.5 | 0.1 | -2.0 | -4.3 | 0.8 | -3.0 | 0.9 | 0.5 | -2.2
Cc1cccc(NC(=O)CSC2=NN3CCCC(=O)N=C3S2)c1C | 0.4 | -11.9 | -3.5 | 1.1 | 0.0 | -15.8 | 1.1 | 0.7 | 16.4
CCc1ccc(NC(=O)CCc2nnc3ccc(N4CCCC4)nn23)cc1 | 2.2 | -25.4 | -3.6 | -4.7 | 3.6 | 3.9 | 2.3 | -1.2 | -0.8
O=C(Nc1ccccc1)C1=C[C@H](c2csc3ccccc23)C[C@H](OCCCCO)O1 | 14.8 | -10.3 | -0.2 | -9.6 | 9.9 | -2.5 | -0.1 | 1.0 | 3.8
Cc1csc2nc(O)c(C(=O)NCCCc3ccccc3)c(=O)n12 | -39.6 | -19.0 | 1.5 | -2.5 | 4.0 | -11.8 | -0.4 | -1.1 | 12.1
CC1(Oc2cccc(F)c2)CCN(Cc2ccc(-c3ccccc3)o2)C1 (stereo not drawn) | -7.6 | . | 1.3 | . | 10.0 | -13.1 | . | . | 5.3
CCC(C)NC(=O)C1CN(S(=O)(=O)c2ccccc2)CCN1S(=O)(=O)c1ccccc1 (stereo not drawn) | -22.2 | -23.9 | -1.5 | 5.4 | -2.7 | 2.6 | 4.6 | -2.5 | 0.1
O=C(Nc1cccc2ncccc12)c1ccc(OCc2ccccc2)cc1 | 37.4 | 23.0 | -2.4 | -16.8 | 8.0 | 12.3 | 10.8 | 7.6 | -3.7
COc1cc2c(cc1NC(=O)COC(=O)[C@@H](NC(=O)c1ccccc1)C(C)C)oc1ccccc12 | -0.7 | -10.3 | -8.6 | -7.3 | 11.2 | -3.9 | -0.6 | 0.1 | 3.2
O=C(NCc1ccccc1)NC1CCS(=O)(=O)C1 (stereo not drawn) | 12.1 | -0.9 | -3.5 | -6.6 | 0.5 | -2.1 | 1.0 | 1.4 | 7.6
OC1(c2ccccc2)CNCCc2ccccc21 (stereo not drawn) | 5.2 | -5.9 | -4.3 | -11.8 | 2.4 | -11.6 | 0.6 | -0.5 | 4.6
O=C(/C=C/c1ccccc1)N(Cc1cccs1)C1CCS(=O)(=O)C1 (stereo not drawn) | 3.8 | -8.2 | -1.4 | -3.9 | 5.1 | -16.0 | 1.2 | -1.7 | 14.3
CCOc1ccc(-c2cc(C(=O)NCc3ccc(C(F)(F)F)cc3)[nH]n2)c(C)c1 | 37.0 | . | -3.0 | . | 3.1 | 1.7 | . | . | -2.8
CN(C)CCCNC(=O)C(=O)Nc1ccc2c(c1)N(S(=O)(=O)c1cccs1)CCC2 | -2.2 | -7.6 | -7.8 | -5.5 | 0.9 | -24.0 | 0.8 | 1.8 | 5.0
CC(C)Cc1nnc(NC(=O)C2CCCC2)s1 | -2.3 | -3.2 | 1.4 | -4.2 | 1.3 | -1.2 | 0.7 | -0.6 | 13.2
Cc1ccc(C)c(NC(=O)C(=O)NCc2ccccn2)c1 | -16.2 | 3.5 | 1.1 | -5.9 | -2.1 | -2.0 | -0.2 | -0.6 | 10.0
O=C(Nc1ccc2c(c1)OCO2)c1cc(C2CCCCN2S(=O)(=O)c2ccccc2)on1 (stereo not drawn) | -24.6 | . | -9.1 | . | -1.5 | -22.8 | . | . | -0.6
C=CCNC(=S)N(CC=C)C1CCS(=O)(=O)C1 (stereo not drawn) | -22.5 | -17.6 | -4.3 | -3.9 | 1.3 | -12.8 | 0.5 | 0.0 | 5.4
Cc1cc(C(=O)COC(=O)c2ccc(Cl)c(S(N)(=O)=O)c2)c(C)n1C1CC1 | 48.8* | -1.4 | -3.1 | -4.7 | 10.5 | 4.3 | 1.4 | 1.8 | -2.3
CC[C@H](C)[C@H](NC(N)=O)C(=O)Nc1ccc(S(=O)(=O)NC(C)C)cc1 | -10.2 | -8.4 | -3.6 | -4.5 | 3.3 | -26.4 | -0.2 | -0.2 | 6.2
COc1ccc(C2Nc3ccccc3C(=O)N2c2ccc(C)cc2)cc1Cn1cc([N+](=O)[O-])cn1 (stereo not drawn) | 19.4 | -17.5 | -7.0 | -4.7 | 9.8 | -5.8 | -0.3 | -2.2 | -2.5
CCc1nc2ccc(C(=O)NCCc3ccccc3OC)cc2nc1CC | 10.9 | 19.5 | -4.2 | -9.6 | -3.4 | -16.2 | -2.1 | -2.6 | 11.3
O=C(O)c1ccccc1NS(=O)(=O)c1ccc2c3c(cccc13)C(=O)N2 | 11.5 | -11.3 | -1.6 | -4.7 | -1.6 | -7.0 | -1.1 | -0.3 | 9.7
OC(c1ccc2c(c1)OCO2)c1ncc(-c2ccc(Cl)cc2)[nH]1 (stereo not drawn) | -15.7 | . | -0.3 | . | 4.6 | -11.6 | . | . | 12.3
O=C(NC(C(=O)c1ccccc1)N1CCOCC1)c1ccccc1 (stereo not drawn) | -16.0 | -7.9 | -1.7 | -5.3 | 2.3 | 7.5 | 5.5 | -0.2 | 1.0

One compound at a time (already shown):
CCOc1ccc(-c2cc(C(=O)NCc3ccc(C(F)(F)F)cc3)[nH]n2)c(C)c1 as listed: TAAR1 antagonist = 37.0; CHO parental Ca = .; M1 ag = -3.0; OXTR potentiator = .; TAAR1 agonist = 3.1; CHRM1 antagonist = 1.7; V1R ag counter = .; OXTR ag = .; M1 PAM = -2.8
CC[C@H](C)[C@H](NC(N)=O)C(=O)Nc1ccc(S(=O)(=O)NC(C)C)cc1 as listed: TAAR1 antagonist = -10.2; CHO parental Ca = -8.4; M1 ag = -3.6; OXTR potentiator = -4.5; TAAR1 agonist = 3.3; CHRM1 antagonist = -26.4; V1R ag counter = -0.2; OXTR ag = -0.2; M1 PAM = 6.2

(next part)
SMILES | TAAR1 antagonist | CHO parental Ca | M1 ag | OXTR potentiator | TAAR1 agonist | CHRM1 antagonist | V1R ag counter | OXTR ag | M1 PAM
CCCCn1c(NCCN(C)C)nc2c1c(=O)[nH]c(=O)n2C | -20.1 | -3.7 | -6.2 | -9.4 | 0.5 | 2.3 | -0.3 | -0.2 | 1.5
COc1ccccc1N1CCN(CC(=O)Nc2cc(C)nn2-c2nc(C)cc(C)n2)CC1 | -31.5 | . | -3.6 | . | -0.1 | -15.3 | . | . | 9.7
Cc1c(C(=O)Nc2ccc(F)cc2)nnn1-c1cccc(C(F)(F)F)c1 | -8.4 | 48.8* | -2.2 | -27.6 | 6.9 | 11.7 | 2.7 | 4.9 | -4.8
COc1ccc(N2CCN(c3oc(COc4ccc(Cl)cc4Cl)nc3C#N)CC2)cc1 | 1.4 | -0.9 | -0.3 | -12.6 | -2.4 | -4.9 | -1.5 | -1.3 | 5.3
Cn1c(=O)c2c(nc(N/N=C/c3ccc(OC(=O)c4ccco4)cc3)n2Cc2ccccc2Cl)n(C)c1=O | . | -16.4 | -2.1 | -9.7 | . | -10.6 | -0.2 | -0.7 | 9.8
CC(=O)N1CCc2cc(S(=O)(=O)NCCC(=O)NC3CCCCCC3)ccc21 | -19.0 | -19.7 | -2.1 | -1.3 | 4.9 | -7.6 | 0.9 | 1.2 | 5.3
Cc1cccc(N2Cc3ccccc3C2=NC(=O)c2ccc(Cl)nc2)c1 | 2.5 | -20.9 | -8.9 | -0.7 | 1.2 | -2.3 | -0.4 | -1.3 | -4.4
CCCCn1c(N)c(N(CCOC)C(=O)c2ccc(N3CCCC3)c([N+](=O)[O-])c2)c(=O)[nH]c1=O | -15.7 | -0.8 | -4.4 | 4.8 | 0.6 | 3.5 | -1.1 | -1.5 | 0.4
O=C(c1ccc(-c2cccc(C(F)(F)F)c2)o1)N1CCN(c2ccccc2O)CC1 | 11.9 | -21.8 | -3.1 | -6.2 | -2.7 | 1.4 | 0.2 | -1.7 | -2.1
O=C(Nc1cc(Cl)ccc1O)c1cc2n(n1)C(C(F)(F)F)CC(c1ccc3c(c1)OCO3)N2 (stereo not drawn) | 28.4 | -4.1 | -2.9 | -11.4 | 2.2 | -6.3 | 0.8 | 0.8 | -1.4
CCC(CC)C(=O)Nc1cccc(SC)c1 | 11.9 | -5.3 | . | -3.6 | 12.2 | . | -0.3 | -1.6 | .
O=C(N/N=C1/CC2C=CCC12)c1ccco1 (stereo not drawn) | 5.3 | -12.3 | -0.4 | -3.0 | 7.1 | -9.0 | 0.5 | -0.3 | 6.5
COc1ccc(OC)c(S(=O)(=O)NCC(c2ccco2)N2CCc3ccccc32)c1 (stereo not drawn) | 2.2 | -8.7 | 1.9 | -19.0 | 4.3 | -24.2 | -1.6 | -1.0 | 24.4*
CC1(c2ccc(OC(F)F)cc2)NC(=O)N(CC(=O)Nc2ccccc2)C1=O (stereo not drawn) | 98.7* | 49.3* | 45.6* | -16.3 | 147.8* | 26.3* | 32.2* | 46.5* | -11.0
CCOc1ccc2[nH]c(=O)c(C(c3nnnn3Cc3ccco3)N3CCC(C)CC3)cc2c1 (stereo not drawn) | 3.2 | -27.1 | -2.3 | -9.6 | 0.2 | -9.7 | -0.2 | -1.6 | -0.4
CN(C)C(=O)Cn1c(=O)n(C)c2ccccc21 | -0.5 | 2.9 | -3.2 | -1.9 | 6.6 | 0.8 | 1.0 | -0.1 | 5.2
CCCCOc1ccc(C(=O)NCC(=O)NCC(c2ccco2)N2CCCCC2)cc1 (stereo not drawn) | -2.1 | -28.5 | -8.6 | 10.0 | -0.6 | -15.3 | -0.1 | -1.8 | 9.1

Screening results deposited in PubChem BioAssay by The Scripps Research Institute Molecular Screening Center.
